Source: PubChem (National Center for Advancing Translational Sciences (NCATS))
POLK inh: DNA polymerase kappa (human) inhibition; Q9UBT6; Potency, µM (titrated, usually from 107 µM), for inactives: top-dose activity, negative = inhibition, usual class: inhibitors; actives 0.53% (n = 400,000); purified Pol kappa, fluorescent DNA synthesis assay, 10 min; also: % is scaled to controls: 0 for no effect and ±100 for the full control effect
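Enzyme at 10 nM met test compounds for 15 min at room temperature. Substrate addition (50 nM final) began the reaction, which was monitored by fluorescence at 0 and 10 min.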
BAZ2B block: inhibitors of human BAZ2B bromodomain; Q9UIF8; AlphaScreen BAZ2B-H3K14Ac peptide displacement; Potency, µM (doses to about 114 µM), for inactives: top-dose activity change, negative = inhibition, actives largely listed as inhibitors; actives 4.4% (n = 360,000); also: % is scaled to controls: 0 for no effect and ±100 for the full control effect; nearly all actives have a fitted effect of over 60% in size
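Protein-peptide AlphaScreen: BAZ2B 50 nM, b-H3K14Ac 50 nM, 1x PBS pH 7.4 + 0.01% Tween-20. Preincubation 30 min RT; cpd 30 min RT (top 110 uM); beads 20 min RT, light-protected.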
Pol beta inh: blocks human DNA polymerase beta activity; P06746; Pol beta primer extension/strand displacement, fluorescence kinetic; Potency, µM (top dose mostly 114 µM), for inactives: at the highest dose activity change, negative = inhibition, usual class: inhibitors; actives 1.3% (n = 340,000); AID 485314; also: % is scaled to controls: 0 for no effect and ±100 for the full control effect
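Curves were derived by four-parameter Hill fits of normalized qHTS data. The kinetic fluorescent primer-extension read was taken at 0 and 10 min after 50 nM substrate, following a 15 min room-temperature preincubation of 10 nM enzyme with compounds.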
JMJD2A Tudor inh: blocks the human JMJD2A Tudor domain; O75164; AlphaScreen JMJD2A-Tudor / H3K4me3 peptide binding; Potency, µM (top dose mostly 114 µM), for the others: top-dose activity change, negative = inhibition, most hits filed as inhibitors; actives 4.4% (n = 390,000); AID 504339; also: % is scaled to controls: 0 for no effect and ±100 for the full control effect; nearly all actives have a fitted effect of over 50% in size
Pol iota inh: DNA polymerase iota (human) inhibition; AID 588590; actives 1% (n = 390,000); Potency, µM (series often up to 115 µM), for the others: at the top dose activity, negative = inhibition, most hits filed as inhibitors; Pol iota fluorescent replication assay, 10 min
Target sequence (Q9UNA4 whole entry, looked up): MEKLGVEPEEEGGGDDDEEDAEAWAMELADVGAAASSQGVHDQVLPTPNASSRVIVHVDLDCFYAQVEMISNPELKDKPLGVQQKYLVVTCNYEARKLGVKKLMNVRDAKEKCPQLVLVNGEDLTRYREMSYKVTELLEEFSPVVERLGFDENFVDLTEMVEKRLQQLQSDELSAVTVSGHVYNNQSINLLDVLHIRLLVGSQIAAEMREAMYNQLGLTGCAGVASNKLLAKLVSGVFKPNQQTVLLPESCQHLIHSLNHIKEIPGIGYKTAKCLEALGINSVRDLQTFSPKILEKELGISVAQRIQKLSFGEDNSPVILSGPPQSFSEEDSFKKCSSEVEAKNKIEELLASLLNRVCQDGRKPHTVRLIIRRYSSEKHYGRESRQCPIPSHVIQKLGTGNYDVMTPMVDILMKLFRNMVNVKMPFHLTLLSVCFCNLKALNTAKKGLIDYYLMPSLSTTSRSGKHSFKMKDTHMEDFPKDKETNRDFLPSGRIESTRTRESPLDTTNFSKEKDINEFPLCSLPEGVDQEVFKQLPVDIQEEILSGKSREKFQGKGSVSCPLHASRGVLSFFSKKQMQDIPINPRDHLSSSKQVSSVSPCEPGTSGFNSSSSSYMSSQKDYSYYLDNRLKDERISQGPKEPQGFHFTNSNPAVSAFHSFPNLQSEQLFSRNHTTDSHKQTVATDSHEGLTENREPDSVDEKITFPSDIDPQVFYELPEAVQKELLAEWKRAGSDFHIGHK
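Fluorescent replication assay read twice, at 0 min and 10 min after adding 50 nM (final) substrate. Enzyme (10 nM) and compounds were first incubated 15 min at room temperature; enzyme-free buffer wells were negative controls.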
G9a inh: blocks human histone lysine methyltransferase G9a | Q96KQ7 | G9a H3K9 monomethylation, AlphaScreen, 2 h | Potency, µM (series often up to 102 µM), for inactives: top-dose activity, negative = inhibition, hits mostly inhibitors | actives 8.8% (n = 350,000) | AID 504332; also: % is scaled to controls: 0 for no effect and ±100 for the full control effect; nearly all actives have a fitted effect of over 75% in size
Target sequence (Q96KQ7 913-1193 limits assumed): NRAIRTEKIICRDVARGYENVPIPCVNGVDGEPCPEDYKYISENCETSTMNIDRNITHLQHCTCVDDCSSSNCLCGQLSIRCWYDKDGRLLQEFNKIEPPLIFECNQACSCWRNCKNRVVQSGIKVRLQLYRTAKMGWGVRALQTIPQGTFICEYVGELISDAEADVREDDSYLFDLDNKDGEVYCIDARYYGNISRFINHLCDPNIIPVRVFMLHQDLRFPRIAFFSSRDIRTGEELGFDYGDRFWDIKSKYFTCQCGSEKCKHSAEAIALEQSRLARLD
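Signal arises when biotinylated H3K9 peptide, once monomethylated, bridges streptavidin donor and antibody-captured acceptor beads. Enzyme at 20 nM was preincubated 15 min with test compounds; peptide 500 nM and SAM 20 uM then reacted for 2 h.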
BLM helicase inh: blocks DNA unwinding by human BLM helicase; P54132; Potency, µM (highest dose often 56.1 µM), for the others: at the top dose activity change, negative = inhibition, usual class: inhibitors; actives 0.2% (n = 350,000); recombinant BLM DNA unwinding, fluorescence dequenching;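 also: plate controls were vehicle for no effect and no enzyme for full effect; nearly all actives have a fitted effect of over 35% in size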
POLH inh: DNA polymerase eta (human) inhibition; Q9Y253; recombinant Pol eta, fluorescent DNA replication assay; Potency, µM (series often up to 114 µM), for the others: at the top dose activity change, negative = inhibition, most hits filed as inhibitors; actives 1.2% (n = 390,000); also: % is scaled to controls: 0 for no effect and ±100 for the full control effect
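Pol eta at 10 nM preincubated with compounds 15 min at room temperature; reaction started with fluorescent substrate (50 nM final) and read kinetically at 0 and 10 min.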
APEX1 inh: inhibitors of human APE1 endonuclease; P27695; recombinant APE1, TAMRA/BHQ-2 abasic DNA cleavage fluorescence; Potency, µM (highest dose often 65.8 µM), for inactives: top-dose activity change, negative = inhibition, actives largely listed as inhibitors; actives 0.35% (n = 350,000);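 also: plate controls were vehicle for no effect and reference inhibitor for full effect; nearly all actives have a fitted effect of over 55% in size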
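Measures dequenching upon AP-site incision of a 5'-TAMRA/3'-BHQ-2 THF-containing duplex, 50 nM; human APE1 0.75 nM after 15 min room-temperature exposure to compound; kinetic three-point read at one-minute spacing.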
An asterisk follows results filed as active; ? = inconclusive; nt = no result given; [ ] = dose if it differs, or a comment. Calls follow the shape of the dose curve; as a rule, active = well fitted curve in the direction sought with a large enough effect; inconclusive = small, poorly fitted or top-dose-only effect, or another doubt; inactive = no such curve, though single readings can be large; an effect the other way counts as inactive or inconclusive. Potency is read from the fitted curve at half-maximal effect. This is a subset; count on the stated rates, not on these rows.

SMILES	POLK inh	BAZ2B block	Pol beta inh	JMJD2A Tudor inh	Pol iota inh	G9a inh	BLM helicase inh	POLH inh	APEX1 inh
CC(C)(C)CN1CCNC[C@H]1Cc1ccc(O)cc1	-4%	0%	nt	-8%	-22%	16%[12.7 µM]	nt	-12%	7%
Cc1ccc(C)c(C(C)NC(=O)C2CCCO2)c1 (stereo not given)	-3%	0%	-19%	2%	0%	8%	0%	-16%	5%
Nc1c(Cl)cc(Cl)cc1C(=O)OCC(=O)N1CCCC1=O	4%	-4%	nt	-8%	27%	-4%	nt	-11%	31%
CCOC(=O)Cc1cnc(NC(=O)CSc2nc(C)c(CC)c(=O)[nH]2)s1	-15%	17%	2%	-2%[11.4 µM]	106%[activator]	14%	-7%	1%	-1%
CCCNC(=O)c1cccc(C(F)(F)F)c1	-16%	6%	?	-19%	-1%	4%[59 µM]	1%	7%	0%
O=c1nc2c(-c3ccccc3F)n[nH]n2c2ccccc12	-7%	1%	-2%	-11%[57.1 µM]	10%	-5%	-3%	-20%	-6%
CC1CC(OCC(O)CN2CCN(Cc3ccccc3)CC2)CC(C)(C)C1 (stereo not given)	-3%	?	-2%	-24%	-3%	?	-7%	-11%	11%
CCc1nccn1C(=O)c1cnn2c(C(F)F)cc(-c3ccc(C)cc3)nc12	-3%	24%	15%[57.1 µM]	-17%	26%	21%	6%	5%	-1%
CCN1CCCC1CNC(=O)c1ccc(Sc2ccc(F)cc2)c([N+](=O)[O-])c1 (stereo not given)	-4%	?	-20%	-23%	92%[activator]	?	4%	?	-3%
Cc1cccc(OCC(=O)NCC(c2ccco2)N2CCCC2)c1 (stereo not given)	-5%	14%	nt	-34%	44%[activator]	9%[0.501 µM]	nt	-17%	-5%
COc1cc(C(=O)NCCCc2nc3ccccc3n2Cc2cc(C)ccc2C)cc(OC)c1OC	3%	3%	-1%	-21%	4%	?	-20%	-6%	5%
CCN(CC)CC(O)Cn1c(-c2cccc(Cl)c2)nc2cc(C)c(C)cc21 (stereo not given)	-19%	0%	12%	-14%	-6%	2%	-1%	-3%	-2%
CC(=O)c1ccc(OC(=O)c2c(-c3ccccc3Cl)noc2C)cc1	-19%	16%	-2%	8%	7%	36%[59 µM]	-9%	-5%	nt
CC(C)OCCCN1CC(=O)N2[C@@H](Cc3c([nH]c4ccccc34)C2(C)C)C1=O	-24%	-15%	7%	-10%	59%[activator]	11%	0%	2%	11%
O=C(CSc1ncccc1-c1nc2ccccc2[nH]1)NCc1ccco1	50µM*	56µM*	32µM*	35µM*	?	10µM*	-13%	25µM*	?

A stretch taken from the entries so far, as a working copy:
SMILES	POLK inh	BAZ2B block	Pol beta inh	JMJD2A Tudor inh	Pol iota inh	G9a inh	BLM helicase inh	POLH inh	APEX1 inh
CC(C)(C)CN1CCNC[C@H]1Cc1ccc(O)cc1	-4%	0%	nt	-8%	-22%	16%[12.7 µM]	nt	-12%	7%
Cc1ccc(C)c(C(C)NC(=O)C2CCCO2)c1 (stereo not given)	-3%	0%	-19%	2%	0%	8%	0%	-16%	5%
Nc1c(Cl)cc(Cl)cc1C(=O)OCC(=O)N1CCCC1=O	4%	-4%	nt	-8%	27%	-4%	nt	-11%	31%
CCOC(=O)Cc1cnc(NC(=O)CSc2nc(C)c(CC)c(=O)[nH]2)s1	-15%	17%	2%	-2%[11.4 µM]	106%[activator]	14%	-7%	1%	-1%

Following part:
SMILES	POLK inh	BAZ2B block	Pol beta inh	JMJD2A Tudor inh	Pol iota inh	G9a inh	BLM helicase inh	POLH inh	APEX1 inh
O=C(CCC(=O)N1CCN(S(=O)(=O)c2ccc(Cl)cc2)CC1)NCc1ccccc1	-7%	7%	21%	6%[57.1 µM]	3%	4%[59 µM]	0%	-10%	-2%
Cc1ncc(C(=O)O)c(C(=O)O)c1N	-25%	?	7%	-23%	?	10%[59 µM]	-3%	-8%	-3%
COc1ccccc1-c1noc(Cn2cc(S(=O)(=O)N3CCCC3)ccc2=O)n1	-6%	0%	nt	-17%	26%	?	nt	-8%	-17%
Cc1cc(C)c(NC(=O)CNC(=O)Cc2sc(C)nc2-c2ccc(F)cc2)c(C)c1	-1%	-14%	nt	-17%	1%	-20%[0.501 µM]	nt	-16%	12%
COc1ccccc1OCC#CCSc1ncccn1	-4%	13%	-2%	14%	-2%	nt	-3%	7%	6%
CN(C)/C=C(\C(=O)c1ccc(Cl)cc1)c1nnnn1-c1ccc(Cl)cc1	-12%	nt	nt	13%[57.1 µM]	3%	nt	nt	-12%	nt
O=C(NCCCn1ccnc1)/C(=C\c1cccs1)NC(=O)c1ccco1	-17%	1%	29%	-14%	40%[activator]	9%[59 µM]	-2%	-3%	2%
CC(C)(C)c1ccc(C(=O)NC2=NC(c3cccc(F)c3)CC(=O)N2)cc1 (stereo not given)	2%	2%	1%	11%	-7%	-1%[59 µM]	-2%	-9%	nt
COc1ccc(-n2nnnc2S(=O)(=O)CC(=O)N2CCCCC2)cc1	-17%	-1%	8%	-21%	?	?	3%	-18%	-2%
Cc1cccc(-c2nc3c(c(SCC(=O)N4CCOCC4)n2)Cc2c(CO)cnc(C)c2O3)c1	-1%	?	-17%	?	?	45µM*	0%	?	37%
Cn1c(SCc2ccccc2[N+](=O)[O-])nnc1-c1cccnc1	8%	12%	4%	-4%	8%	3%	0%	-7%	-2%
CCCN(CC(=O)Nc1ccccc1OC)CC(=O)c1c(N)n(Cc2ccccc2)c(=O)n(C)c1=O	-7%	nt	nt	-19%	2%	nt	nt	-7%	nt
CCN(CC)S(=O)(=O)c1cccc(NC(=O)c2ccc(-n3nc(C)cc3C)cc2)c1	-9%	-26%	-11%	-24%	10%	-14%	-10%	-14%	-4%
c1ccc(COC2COC3C(OCc4ccccc4)COC23)cc1 (stereo not given)	-10%	nt	nt	8%	79%[activator]	nt	nt	-14%	nt
O=C(CCl)Nc1ccccc1C(=O)Nc1ccc2c(c1)OCO2	-2%	-4%	10%	3%	27%	3%	-1%	-4%	2%
CC(/C=N/n1cnnc1)=C\c1ccco1	-12%	-4%	8%	-22%	?	?	-2%	?	-2%
O=C(COC(=O)/C=C/c1ccccc1Cl)NC(=O)Cc1ccccc1	-18%	-12%	7%	-17%[57.1 µM]	-3%	-31%[59 µM]	-7%	-15%	1%
O=C(CSc1ncnc2c1oc1ccccc12)NC1CCCCC1	-1%	3%	11%	4%	-7%	-2%	-1%	-9%	13%
O=C(COC(=O)C1CCC(=O)N1)Nc1ccccc1Br (stereo not given)	11%	-3%	6%	-30%[11.4 µM]	22%	-5%	-1%	20%	-5%
CCOC(=O)CN1C2=NCCN2c2ccccc21	2%	-4%	0%	-4%	13%	-9%[59 µM]	1%	-28%	2%
COc1ccc(CCNC(=O)c2cc3c(=O)n4cccc(C)c4nc3n(CCCN3CCOCC3)c2=N)cc1	8%	-4%[57.1 µM]	-10%	-24%	?	16%	103%[activator]	-5%	5%
COc1cc2c3nnc(-c4ccc(F)cc4)c-3cn(Cc3cccc(F)c3)c2cc1OC	0%[60.1 µM]	nt	?	?	?	45µM*	0%	0%	11%
CCN1CCC(CN2CCNC2=S)CC1	-10%	nt	nt	-6%	9%	nt	nt	1%	nt
CC(=O)Nc1cc(N=Cc2ccc(O)cc2O)c(Cl)cc1Cl	-16%	-7%	5%	-12%	?	8%[59 µM]	2%	45µM*	12%
COc1cccc(/C=C2/CCC(CN(C)C)C2=O)c1 (stereo not given)	-4%	nt	nt	79µM*	?	nt	nt	?	nt
COc1ccc(C=O)cc1CN1C(=O)c2ccccc2C1=O	-1%	-3%	-19%	-18%	19%	9%[0.501 µM]	-7%	2%	31%
O=C(NCc1ccccc1)C1CCCN1S(=O)(=O)c1cccc2cccnc12 (stereo not given)	-20%	-7%	-2%	-23%	-1%	?	1%	2%	1%
CCCCN(C(=O)c1ccc(NC2CC2)c([N+](=O)[O-])c1)c1c(N)n(CC(C)C)c(=O)[nH]c1=O	-9%	6%	nt	-16%	2%	38%[activator][12.7 µM]	nt	4%	7%
O=C(c1ccc(S(=O)(=O)N2CCCC2)cc1)N1CCCC(C(F)(F)F)C1 (stereo not given)	-21%	-5%	nt	-18%	-3%	4%	nt	-3%	2%
O=C(NC(=S)N1CCN(c2ccc([N+](=O)[O-])cc2)CC1)c1ccc(F)cc1	-11%	-6%	20%	-21%[57.1 µM]	4%	-41%[59 µM]	4%	-11%	14%
CSCc1cc(N(C)C)nc(SCc2ccc(Cl)c(Cl)c2)n1	0%	0%	-2%	12%	7%	13%[59 µM]	-5%	-13%	-4%
CCN(CCCNC(=O)c1cc2c(-c3cccc(OC)c3)nn(C)c2s1)Cc1ccccc1	-1%	-30%	-22%	?	6%	-48%	86%[activator]	-6%	-7%
Cc1cc(C(=O)CSc2nc(N)cc(=O)[nH]2)c(C)n1CC1CCCO1 (stereo not given)	-12%	nt	nt	-27%	?	nt	nt	?	-2%
NS(=O)(=O)c1ccc(CNC(=O)CSc2ccccc2)cc1	-7%	-3%	2%	-15%	-6%	19%[59 µM]	-3%	-8%	25%
CCCCN(CCCC)C(=O)c1nsnc1-c1ccccc1O	-7%	-3%	-12%	-4%	?	0%[2.33 µM]	-4%	-17%	1%
CCOC(=O)C1(CC2CCCCO2)CCN(C(=O)Nc2ccc(SC)cc2)CC1 (stereo not given)	2%	-16%	23%	-32%	-1%	7%	-4%	-5%	-2%
Cc1noc(C)c1-c1cc(NCCN2CCOCC2)ncn1	1%[60.1 µM]	nt	nt	nt	nt	-3%[0.501 µM]	-1%	nt	-11%
CCOC(=O)C(=Cc1ccc(-n2cncn2)cc1)C(=O)OCC	1%	-18%	-5%	-9%	?	?	1%	-6%	-10%
COc1cccc(N2CCN(C(=O)c3cnc4c(-c5ccc(F)cc5)c(C)nn4c3C)CC2)c1	-4%	?	-2%	-29%	-21%	-9%[59 µM]	-7%	-8%	nt
COc1ccc(C2(C(=O)Nc3ccc(C(=O)O)cc3)CCOCC2)cc1	-9%	6%	?	-2%	10%	18%[59 µM]	0%	-5%	-2%
O=C(COc1cccnc1[N+](=O)[O-])Nc1cccc2ccccc12	-1%	-5%	nt	-7%	2%	24%[2.33 µM]	nt	-16%	4%
Cc1cc(=O)n2[nH]c(SCc3ccc(Cl)cc3)nc2n1	-15%	0%	12%	0%	3%[58.9 µM]	6%	-1%	-14%	-7%
